LYP inhibition: PTPN22 lymphoid phosphatase activity blockers – biochemical, fluorescence intensity, uHTS (AID 1779); recombinant LYP phosphatase, fluorescence intensity; higher % means a stronger effect; inhibition, % at 11.5 µM, or IC50 in µM where a hit was titrated; 290,000 compounds, 0.054% hits; in the data active = inhibition above about 50%;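 also: plate controls were vehicle with enzyme for no effect and no enzyme for full effect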
SV40 large T antigen: TAg ATPase/helicase activity blockers – biochemical (AID 1903); 310,000 compounds, 0.39% hits; SV40 large T antigen ATPase/helicase inhibition assay; higher % means a stronger effect; one-dose inhibition, % at 20 µM; IC50 in µM for titrated hits; in the data active = a potency from the dose series; also: strong numbers were not always called active
GPR55 LPI antagonism: inhibition of LPI-stimulated GPR55 beta-arrestin translocation – imaging, U2OS, beta-arrestin-GFP, LPI agonist, primary screen (AID 2013); U2OS GPR55 beta-arrestin-GFP translocation imaging, LPI antagonism; higher % means a stronger effect; 290,000 compounds, 0.13% hits; inhibition, % at 10 µM, or IC50 in µM where a hit was titrated;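 active = spots per cell inhibited over 60%, with over 100 cells counted and total cytoplasm intensity under 500,000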;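 also: U2OS cells stably carrying GPR55 and arrestin-GFP stimulated by 5 µM LPI near EC80; imaged beta-arrestin-GFP aggregate spots per cell after agonist stimulation; plate controls were LPI-stimulated DMSO wells for no effect and DMSO wells without LPI for full effect; some results filed as inactive read as strong as hits; confirmed hits need IC50 under 10 µM and bright autofluorescent wells are also inconclusive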
T cell modulator: modulates CD8 T cell binding to vesicles; 330,000 compounds, 0.068% hits; calls only at 7 µM; AID 2052; 2C CD8+ T cell-vesicle binding, flow cytometry; hits give low values;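 active = response, share of CD8 T cells binding vesicles, and their 90th percentile fluorescence all below set limits, cut at about 80% in these data, passing the limit was not always enough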
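Assay system: 2C TCR transgenic mouse naive CD8+ T cells, MACS-purified | Read-out: CD8+ gate FL2 mean fluorescence as % of same-row positive control | Signal: High-throughput flow cytometry with anti-B7-1 and anti-CD8 staining | Timing: Binding step 1.5 h, 37 °C, antibody labelling 20 min, ice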
Lipid droplet: modulators of hepatic lipid droplet formation; AML12 mouse hepatocytes, oleate lipid droplets, BODIPY imaging; inhibition, % at 6.5 µM; 240,000 compounds, 0.4% hits;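 active = lipid droplet intensity inhibited by at least 50%, with more than 500 cells counted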
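Material – mouse AML12 hepatocyte cell line, fixed after treatment · Compound dosing – one dose, 6.5 µM compound · Times – compound with oleate, overnight · Measured by – Image-based BODIPY and DAPI two-channel analysis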
GPR55 beta-arrestin: GPR55 agonists via beta-arrestin recruitment, primary screen, imaging, U2OS cells, beta-arrestin-GFP redistribution (AID 1961) | U2OS GPR55 beta-arrestin-GFP redistribution imaging; higher % means a stronger effect | activation, % at 10 µM; hits with a dose series show EC50 in µM | 290,000 compounds, 0.048% hits;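 active = activation above 40% with more than 50 cells counted in the well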;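 also: U2OS osteosarcoma cells stably expressing GPR55 and beta-arrestin-GFP; plate controls were DMSO negative control for no effect and LPI positive control for full effect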
NTR1 agonist: NTR1-driven beta-arrestin-GFP spot formation – imaging, U2OS cells, high content, primary screen (AID 493036). agonist mode. activation, % at 20 µM. 330,000 compounds, 0.17% hits;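 active = activation at or above 40% of the spot to cytoplasm intensity ratio, with at least 20 cells analyzed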;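 also: 0% = DMSO without peptide and 100% = 100 nM NTR1 peptide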
Target sequence (P30989 whole entry, looked up): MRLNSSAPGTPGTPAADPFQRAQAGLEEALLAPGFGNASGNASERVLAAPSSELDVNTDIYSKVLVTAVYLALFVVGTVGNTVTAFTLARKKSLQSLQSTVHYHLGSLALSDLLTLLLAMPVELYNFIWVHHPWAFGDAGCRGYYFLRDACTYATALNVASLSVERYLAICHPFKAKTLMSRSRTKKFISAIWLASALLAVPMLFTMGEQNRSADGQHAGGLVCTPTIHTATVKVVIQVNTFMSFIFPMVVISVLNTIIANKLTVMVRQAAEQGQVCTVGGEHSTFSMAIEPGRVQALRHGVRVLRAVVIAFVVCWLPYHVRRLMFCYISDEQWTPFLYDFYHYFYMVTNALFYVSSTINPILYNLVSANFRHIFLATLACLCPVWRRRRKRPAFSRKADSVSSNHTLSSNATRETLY
MgcRacGAP inhibition: MgcRacGAP GTPase-activating activity inhibitors, confirmation, biochemical, ADP Hunter fluorescence; AID 624330; 340,000 compounds, 0.6% hits; inhibition, % at 30 µM, or IC50 in µM where a hit was titrated; MgcRacGAP-stimulated Rac1 GTP hydrolysis, ADP Hunter fluorescence; higher % means a stronger effect; GST-tagged Rac1 F28L mutant substrate;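 active = first-screen hits whose inhibition reached a set limit at any dose in the follow-up dose series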;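 also: fluorescence reports GDP produced by GAP-driven GTP hydrolysis; strong numbers were not always called active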
GPR35 arrestin U2OS: inhibition of zaprinast-stimulated GPR35 beta-arrestin translocation – imaging, U2OS, beta-arrestin-GFP, zaprinast agonist, primary screen (AID 2058) | inhibition, % at 10 µM, or IC50 in µM where a hit was titrated | U2OS GPR35 beta-arrestin-GFP translocation imaging, zaprinast antagonism; higher % means a stronger effect | 290,000 compounds, 0.052% hits;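 active = inhibition of at least 50% with at least 30 cells and total cytoplasm GFP at most 10,000,000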
Lipid droplet cells 6.5 µM: recorded beside Lipid droplet, whose call it bears; cell count; measured here: cell count, cytotoxicity flag;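 cells counted across two imaged fields per well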
T cell modulator vesicle-bound %: recorded beside T cell modulator, whose call it bears; double positive events, %; measured here: CD8+ vesicle-bound cell fraction;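 binding gate set so that unloaded-vesicle control wells show 10% double positive cells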
NTR1 agonist cell count 20 µM: also measured in NTR1 agonist; calls as there; cell count; measured here: cell count, cytotoxicity flag
Starred values were filed as active, the others as inactive; i = inactive; nt = not tested or not shown.

molecule	LYP inhibition	SV40 large T antigen	GPR55 LPI antagonism	T cell modulator	T cell modulator vesicle-bound %	Lipid droplet	Lipid droplet cells 6.5 µM	GPR55 beta-arrestin	NTR1 agonist	NTR1 agonist cell count 20 µM	MgcRacGAP inhibition	GPR35 arrestin U2OS
COc1ccc(-c2n[nH]c(C)c2-c2cscn2)c(O)c1	-8.3%	13.9%	25.5%	i	57.5	-0.5	678	0.2%	-0.6	55	11.1%	-12.7%
CCNC(=O)C12CCC(C)(C(=O)O1)C2(C)C (centres undefined)	1.5%	9.2%	6.6%	i	42.2	16.6	691	-0.1%	-0.6	56	-1.9%	-1.0%
CCOC(=O)/C(C#N)=C/c1cn(CCC(=O)O)nc1-c1ccc(OC)cc1	3.2%	5.9%	13.5%	i	2.9	14.3	680	0.6%	-0.4	25	4.3%	3.7%
CN(C)S(=O)(=O)c1ccc(C(=O)NNc2nc(-c3ccccc3)c3cc(Br)ccc3n2)cc1	2.0%	4.3%	-13.3%	i	48.0	-9.4	667	0.6%	2.0	75	9.7%	-13.1%
COc1ccc(-c2c(-c3ccc(OCC(=O)NN)cc3O)n[nH]c2C)cc1OC	-4.0%	5.8%	-1.9%	i	31.3	-1.8	863	0.0%	0.5	83	10.9%	17.0%
O=S(=O)(Nc1nccs1)c1ccc(Nc2nnc(-c3ccccc3)c3ccccc23)cc1	1.7%	4.9%	4.3%	i	35.6	2.0	671	-0.3%	8.7	54	5.4%	6.3%
COc1cccc(CNC(=O)C2CCN(S(=O)(=O)N3CCCC3)CC2)c1	-6.1%	4.0%	9.9%	i	20.6	-11.6	731	0.2%	0.3	40	4.0%	5.3%
COc1ccc(CC(NC(C)=O)C(=O)NC2CCN(c3nnnn3-c3ccccc3)CC2)cc1OC (centres undefined)	-6.4%	4.4%	16.5%	i	34.9	15.7	734	0.2%	1.8	26	nt	8.2%
CCn1ncc(/C=N\NC(=O)c2cc(-c3ccc(C)cc3C)nc3ccccc23)c1C	9.2%	5.0%	6.9%	i	47.9	-5.2	804	0.0%	0.0	40	18.3%	8.7%
NC(=O)COC(=O)c1cccnc1Nc1ccccc1F	-0.5%	5.1%	-5.7%	i	36.1	27.8	678	0.5%	1.0	60	14.6%	-19.7%
COc1ccc(F)c(CN(C)CC2CCCN(CCc3ccc(F)cc3)C2)c1 (centres undefined)	-5.1%	7.0%	18.2%	i	60.9	-0.1	784	-0.1%	0.5	52	13.1%	-2.5%
O=C(Nc1cccc(-c2cccc(Cl)c2)c1)C1CCN(Cc2ccon2)CC1	-6.0%	15.6%	21.2%	i	71.4	8.5	825	-0.1%	3.1	56	7.1%	1.4%
Cc1ccsc1C(=O)OCC(=O)Nc1c(Cl)cccc1C(F)(F)F	-2.6%	8.1%	-0.2%	i	31.5	-14.0	708	0.5%	0.0	77	5.3%	8.2%
CC(C)C[C@H](NC(=O)c1nc[nH]c1C(=O)NCCCCCNC(=O)OC(C)(C)C)C(=O)OCc1ccccc1	13.2%	-0.8%	0.2%	i	13.0	-1.2	744	0.6%	26.3	98	2.5%	-10.3%
CC(C)(C)c1ccc(C(=O)NCC(=O)N2CCC3(CC2)NCCc2[nH]cnc23)cc1	-5.2%	2.9%	-4.9%	i	12.9	-4.5	733	0.2%	0.6	73	11.0%	-17.0%
CCCCCCCC(=O)NNC(=O)c1ccc([N+](=O)[O-])cc1	-7.4%	25.1%	-4.1%	i	41.5	nt	nt	-0.1%	1.9	63	8.5%	11.2%
Cc1ccc(NC(=O)CSC2=C(C#N)C(c3ccco3)C3=C(CC(C)(C)CC3=O)N2)cc1 (centres undefined)	1.8%	22.9%	11.9%	i	22.0	-20.4	740	-0.1%	-1.3	69	8.2%	-1.0%
COc1ccc(S(=O)(=O)N2CCCC2)cc1Br	-9.7%	5.1%	5.3%	i	33.1	-5.3	835	-0.2%	1.1	63	8.5%	8.6%
CC[C@@H](C)C(C(=O)N1CCN(C(=O)OC(C)(C)C)CC1)n1cc(-c2cn([C@@H](C)C(=O)N3CCN(C(=O)OC(C)(C)C)CC3)nn2)nn1 (some centres undefined)	-5.5%	5.1%	4.2%	i	27.9	-0.4	688	-0.1%	0.4	78	5.6%	-3.7%
COC(=O)CNc1n[nH]c(=S)[nH]c1=O	-1.4%	8.6%	6.9%	i	48.0	nt	nt	-0.1%	0.6	63	9.8%	-8.3%
COc1cc(/C=C2/SC(=S)N(CC(=O)NC(C)(C)C)C2=O)cc(OC)c1OC	0.8%	11.0%	-21.2%	i	45.8	-5.7	628	-0.3%	-3.0	58	11.8%	-16.4%
OCC[C@H]1C[C@@H](O)[C@H](O)[C@]2(Cc3ccccc3O2)O1	nt	20.4%	nt	i	7.5	nt	nt	nt	-1.7	64	2.5%	nt
Cc1cccc(C(=O)NNS(=O)(=O)c2ccc(F)cc2)c1	-0.3%	11.9%	12.2%	i	44.4	nt	nt	-0.1%	-0.3	61	4.5%	2.5%
O=S(=O)(c1cnccc1N1CCN(/N=C/c2ccc(Br)cc2)CC1)N1CCCCC1	-4.7%	-1.6%	-1.9%	i	7.8	nt	nt	-0.2%	14.4	50	8.3%	-11.9%
N#CCc1nc(C(c2ccccc2)c2ccccc2)no1	-10.2%	12.1%	-0.8%	i	42.0	5.1	849	0.3%	-0.7	49	9.0%	4.8%

Some of the entries above in a different format.
> NC(=O)COC(=O)c1cccnc1Nc1ccccc1F
  LYP inhibition = -0.5%; SV40 large T antigen = 5.1%; GPR55 LPI antagonism = -5.7%; T cell modulator = i; T cell modulator vesicle-bound % = 36.1; Lipid droplet = 27.8; Lipid droplet cells 6.5 µM = 678; GPR55 beta-arrestin = 0.5%; NTR1 agonist = 1.0; NTR1 agonist cell count 20 µM = 60; MgcRacGAP inhibition = 14.6%; GPR35 arrestin U2OS = -19.7%
> CN(C)S(=O)(=O)c1ccc(C(=O)NNc2nc(-c3ccccc3)c3cc(Br)ccc3n2)cc1
  LYP inhibition = 2.0%; SV40 large T antigen = 4.3%; GPR55 LPI antagonism = -13.3%; T cell modulator = i; T cell modulator vesicle-bound % = 48.0; Lipid droplet = -9.4; Lipid droplet cells 6.5 µM = 667; GPR55 beta-arrestin = 0.6%; NTR1 agonist = 2.0; NTR1 agonist cell count 20 µM = 75; MgcRacGAP inhibition = 9.7%; GPR35 arrestin U2OS = -13.1%

The list goes on.
molecule	LYP inhibition	SV40 large T antigen	GPR55 LPI antagonism	T cell modulator	T cell modulator vesicle-bound %	Lipid droplet	Lipid droplet cells 6.5 µM	GPR55 beta-arrestin	NTR1 agonist	NTR1 agonist cell count 20 µM	MgcRacGAP inhibition	GPR35 arrestin U2OS
O=C(NCc1ccccc1)c1csc(-c2cccnc2)n1	-3.7%	9.6%	-6.3%	i	15.6	5.8	652	-0.2%	-0.2	66	1.1%	-7.1%
C=CCN(CC=C)C(=O)C(=O)c1ccn(-c2c(C)csc2C(=O)OC)c1	-3.1%	9.9%	10.2%	i	28.0	0.6	692	0.3%	-0.2	90	-10.3%	12.7%
CSc1ccc(NS(=O)(=O)c2ccc(-n3cnnn3)cc2)cc1	-10.0%	7.5%	-1.2%	i	69.9	-4.0	664	-0.1%	-0.2	59	8.5%	-4.9%
COc1ccccc1C1/C(=C(/O)c2ccccc2)C(=O)C(=O)N1CC(C)O (centres undefined)	-6.9%	14.8%	33.1%	i	0.0	nt	nt	-0.1%	-0.5	34	6.2%	-3.8%
Cc1ccc2sc3ccc(NC(=O)c4ccccc4Cl)cc3c(=O)c2c1	-1.8%	9.3%	-19.4%	i	16.2	nt	nt	0.8%	5.5	98	11.0%	17.2%
COc1cc(CN2CCN(C(=O)c3cccc4ccccc34)CC2)cc(OC)c1O	-13.3%	8.4%	3.4%	i	7.4	-0.2	806	0.3%	1.0	50	4.6%	5.2%
COc1cc(OC)cc(N2C(=O)CSCC2=O)c1	-11.8%	10.2%	10.0%	i	16.2	-2.9	672	3.8%	-0.6	42	13.6%	-8.5%
O=C(Nc1ccc2c(c1)OCCO2)c1ccc(Cl)c(S(=O)(=O)N2CCCCC2)c1	-7.0%	4.9%	3.9%	i	6.0	-1.8	810	0.0%	0.4	75	-1.0%	2.5%
COc1ccc(N2CC(O)=C(c3nc(-c4ccc(F)cc4)cs3)C2=N)cc1OC	0.5%	3.3%	12.1%	i	15.0	-1.3	714	-0.3%	3.4	66	9.1%	-3.9%
COc1ccc(S(=O)(=O)Nc2ccc3c(c2)OCO3)cc1C(=O)O	-10.9%	2.8%	7.0%	i	25.4	nt	nt	0.5%	-0.7	39	-1.2%	-12.3%
COc1ccc(-n2ncc3c(Nc4cccc(C)c4)ncnc32)cc1	6.7%	2.2%	-3.6%	i	15.0	-2.2	751	0.3%	-0.2	44	-8.6%	6.2%
N/C(=N\OC(=O)Cc1ccc(Cl)cc1)c1ccccn1	-9.8%	1.6%	10.6%	i	53.7	9.8	766	-0.2%	-1.1	38	8.9%	9.6%
O=C(NCc1ccccn1)c1ccc(CS(=O)(=O)Cc2ccc(Cl)cc2)o1	-6.9%	15.8%	21.3%	i	18.9	nt	nt	-0.1%	1.3	32	9.6%	3.1%
O=C(Nc1ccccc1F)c1cc(-c2ccco2)nc2ccccc12	nt	22.6%	nt	i	26.8	nt	nt	nt	0.8	56	7.3%	nt
C/C(=N\OC(=O)c1ccccc1)c1cc(-c2ccc(Cl)cc2)no1	0.7%	-2.5%	7.4%	i	52.2	nt	nt	0.2%	1.1	73	5.0%	6.7%
Nn1c(Cc2cccc3ccccc23)n[nH]c1=S	-0.1%	9.8%	-6.3%	i	21.5	-23.7	628	-0.1%	-0.1	41	4.2%	-1.1%
S=C(Nc1ccc(Cl)cc1Cl)NC1CCN(Cc2ccccc2)CC1	0.7%	20.9%	5.5%	i	42.5	-3.9	437	0.0%	1.0	56	2.4%	-22.2%
CCCN(C(=O)CCCSc1nc2ccccc2[nH]1)c1c(N)n(Cc2ccccc2)c(=O)[nH]c1=O	nt	12.8%	nt	i	16.7	nt	nt	nt	0.6	51	-3.4%	nt
COc1cccc(/C=N/NC(=O)C(=O)N2CCCCCC2)c1OC	-8.8%	8.0%	14.1%	i	6.8	-2.0	702	-0.1%	1.2	62	7.0%	5.9%
